IDE inh: cellular human IDE inhibition; inhibition, % at 5.59 µM; HEK cells, FAbetaB cleavage, fluorescence polarization; 320,000 tested, 0.41% active; AID 434962; P14735;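 active means percent inhibition above the average of all tested compounds plus 3 SD, set per screening campaign, cut at about 16% in these data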;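 further: IDE supplied by intact live HEK cells; FP after avidin binding of uncleaved biotin substrate so inhibition keeps polarization high; 0% = DMSO wells and 100% = 60 µM reference IDE inhibitor Ii1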
Target sequence (P14735 whole entry, looked up): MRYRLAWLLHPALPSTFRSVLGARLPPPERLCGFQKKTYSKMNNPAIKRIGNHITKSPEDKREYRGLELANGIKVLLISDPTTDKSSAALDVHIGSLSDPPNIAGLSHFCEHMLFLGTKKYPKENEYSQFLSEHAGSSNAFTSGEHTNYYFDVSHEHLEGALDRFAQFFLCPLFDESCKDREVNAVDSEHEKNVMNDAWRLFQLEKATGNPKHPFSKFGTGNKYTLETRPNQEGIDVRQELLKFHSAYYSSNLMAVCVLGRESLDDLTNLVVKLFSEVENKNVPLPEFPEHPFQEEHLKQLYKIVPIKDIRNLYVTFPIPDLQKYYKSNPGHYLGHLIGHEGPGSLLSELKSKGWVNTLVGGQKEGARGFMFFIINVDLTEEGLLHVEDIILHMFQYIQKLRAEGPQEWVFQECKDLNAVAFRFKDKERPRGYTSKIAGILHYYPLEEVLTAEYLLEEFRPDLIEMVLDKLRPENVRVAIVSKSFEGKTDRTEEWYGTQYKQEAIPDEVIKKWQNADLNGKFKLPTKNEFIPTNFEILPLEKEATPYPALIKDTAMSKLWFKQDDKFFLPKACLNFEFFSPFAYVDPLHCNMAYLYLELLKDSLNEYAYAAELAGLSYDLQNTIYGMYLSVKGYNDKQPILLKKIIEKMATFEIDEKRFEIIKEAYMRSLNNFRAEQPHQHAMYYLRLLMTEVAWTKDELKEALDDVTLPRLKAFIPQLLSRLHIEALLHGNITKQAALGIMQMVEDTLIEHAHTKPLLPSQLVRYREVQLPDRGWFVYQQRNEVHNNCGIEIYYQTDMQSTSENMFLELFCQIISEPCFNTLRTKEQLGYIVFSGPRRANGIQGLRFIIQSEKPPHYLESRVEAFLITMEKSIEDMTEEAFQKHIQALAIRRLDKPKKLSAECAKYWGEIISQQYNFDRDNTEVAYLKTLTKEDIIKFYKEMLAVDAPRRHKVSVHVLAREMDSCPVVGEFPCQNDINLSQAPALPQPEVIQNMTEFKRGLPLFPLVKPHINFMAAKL
MEKK3 PB1 HTS: MEKK3-MEK5 PB1 interaction, increase or decrease; Q99759; binding response (% of control), % at 10 µM; bead-based flow cytometry, Alexa488-MEK5 binding to MEKK3; actives lie on both sides; 0 = blocked by unlabeled MEK5, 100 = vehicle; 290,000 tested, 1.4% active;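 active means binding response more than 3 SD above or below the average of its plate-row segment, actives on both sides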;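 further: Alexa488 bead fluorescence after subtracting the streptavidin-only scavenger bead signal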
CRFR2-BP ag: agonists of human CRF-binding protein/CRF-R2 receptor complex | HEK293 CRF-R2/CRF-BP, calcium dye fluorescence (FLIPR); percent of saturating CRF peptide response | activation, % at 13.2 µM | 350,000 tested, 0.46% active;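 active means activation of at least 50%, plus an integration ratio under a set limit after plate pattern correction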;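 further: plate controls were neutral control wells without compound for no effect and CRF at EC100 for full effect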
CHRM4 PAM: positive allosteric modulators of human muscarinic M4 receptor | 360,000 tested, 0.4% active | P08173 | activation, % at 3 µM | AID 624126 | CHO-K1 hM4/Gqi5, Fluo-8 calcium fluorescence, ACh EC20; 0% = ACh EC20, 100% = maximal ACh;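 active means activation above its plate's cutoff, the mean activation of sample wells plus 3 SD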; further: some results filed as inactive read as strong as hits
IDE cell activ: boosts human insulin-degrading enzyme activity in HEK cells; P14735; FAbeta-B cleavage, fluorescence polarization; 0% vehicle, 100% cell-free pure enzyme wells; activation, % at 5.96 µM; 340,000 tested, 0.073% active; AID 493087;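 active means activation above the mean of all tested compounds plus 3 SD, set per screening campaign, cut at about 17% in these data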
CRFBP-R2 block: blocks CRF-induced signaling of the CRF-BP/CRF-R2 complex | HEK293 CRF-R2/CRF-BP, CRF-induced calcium fluorescence | inhibition, % at 11.8 µM | 350,000 tested, 0.59% active | AID 588475;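 active means inhibition of the ligand-induced calcium signal above about 50% at the single tested concentration, limit read from the data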
PHOSPHO1 inh: blocks human PHOSPHO1 phosphatase activity | Q8TCT1 | recombinant PHOSPHO1, absorbance phosphatase assay | inhibition, % at 13.3 µM | 290,000 tested, 1.1% active; in the data active means inhibition above about 60%
GalR3 antagonist: antagonists of human GalR3; O60755; HEK293 GalR3-CNG cAMP membrane potential fluorescence; galR3 body fused to GalR1 C-terminus; inhibition, % at 3 µM; 360,000 tested, 0.44% active;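 active means inhibition above the screen-wide average plus 3 SD, cut at about 13% in these data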;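 further: forskolin and galanin both at EC90 stimulate the cells; cAMP rise reported by CNG channel membrane potential dye signal; 0% = forskolin plus galanin with DMSO and 100% = forskolin alone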
p-CIP stab down: p/CIP protein destabilization. Q05BA5. F442A p/CIP-EGFP cells, EGFP fluorescence, 16 h. decrease of EGFP signal, % at 10 µM. 290,000 tested, 0.01% active. AID 1984;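 active means EGFP signal decrease of at least 30% at 10 µM or well 3 SD below plate mean, unless failing retest; inactive means the rest, including hits failing retest or dose response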; further: some compounds called inactive have numbers as strong as hits; many of its hits are not listed in these tables
Active calls of the source: *; / = not tested or not shown.

SMILES	IDE inh	MEKK3 PB1 HTS	CRFR2-BP ag	CHRM4 PAM	IDE cell activ	CRFBP-R2 block	PHOSPHO1 inh	GalR3 antagonist	p-CIP stab down
CC(C)C[C@H](NC(=O)c1nc[nH]c1C(=O)NCc1ccc(CNC(=O)OC(C)(C)C)cc1)C(=O)OCc1ccccc1	3	102	0.2	12	-1	7	-2	-3	-2
COc1ccc(NCC(=O)N2CCCC2)cc1Cl	2	101	-1.2	-9	-2	6	-4	-5	5
O=C(CCN1CCCCC1)N/N=C/c1c[nH]c2ccccc12	1	102	2.1	15	3	-12	27	2	-4
COc1cc([N+](=O)[O-])ccc1NC(=O)Nc1ccc2c(c1)OCCO2	1	104	-2.3	-5	3	-10	42	0	0
CC(C)(C)NC(=O)CN(Cc1cccs1)C(=O)CCC(=O)Nc1nccs1	-1	103	0.5	-7	1	23	45	-10	-4
COC(=O)CSc1nnc(-c2ccco2)n1Cc1ccco1	3	104	-0.6	4	1	5	55	-2	-10
Cc1cc(=O)[nH]c(SCC(=O)N2CCC(C(N)=O)CC2)n1	1	114	0.6	7	3	39	15	0	7
Cc1ccc(Nc2c(-c3cccnc3)nc3ccc(Br)cn23)cc1	-4	66	-1.7	-2	-1	-3	14	6	-4
CCOC(=O)c1sc(=S)n(Cc2ccccc2)c1C	-1	108	0.1	-6	3	11	37	2	-4
COC(=O)c1[nH]c(C)c(/C(O)=C2\C(=O)C(=O)N(CCCN3CCOCC3)C2c2ccccn2)c1C (configuration not stated)	0	99	1.0	5	2	9	-17	-3	0
Cc1sc2nc(CN3CCC(C)CC3)nc(Cl)c2c1C	-1	161*	/	/	/	/	-2	-2	-12
O=C(Nc1nnc(C2CC2)s1)C1Cc2ccccc2CN1S(=O)(=O)c1ccccc1F (configuration not stated)	0	98	-0.2	13	2	-39	48	-12	-4
Cc1ccc2oc(C(=O)N(Cc3ccncc3)CC3CCCO3)c(C)c2c1 (configuration not stated)	-1	102	-1.5	-3	-4	2	3	-3	-10
CN(C)c1ccc(/C=N/NC(=O)CSc2ccccn2)cc1	-2	99	-0.8	-2	-3	1	1	-5	1
CC(=O)Nc1ccc(NC(=O)c2ccc(NS(=O)(=O)c3cc(C(C)(C)C)ccc3C)cc2)cc1	2	100	-0.3	3	0	-5	47	-6	-4
COc1ccc(C(=O)N/N=C/c2ccc(OC)c(COc3c(F)c(F)cc(F)c3F)c2)cc1	/	97	-0.1	-8	1	6	42	-6	-10
COc1ccc(OC)c(NC(=O)c2csc(Cl)c2OC)c1	3	104	-1.3	-5	1	17	/	-9	-9
CS(=O)(=O)c1ccc(CNC(=O)C2(C(F)(F)F)C/C(=C/CCO)CCCO2)cc1 (configuration not stated)	-1	103	5.1	4	-2	-20	/	0	/
Cc1cccc(-n2c(C)cc(C)c(C#N)c2=O)c1	1	101	1.0	-3	-4	-7	57	-4	-8
CCN1CCN(C(=O)/C=C/c2ccc(OC)c(OC)c2)CC1	2	106	-1.3	3	0	-5	36	-6	-12
Cc1ccc(NC(=O)C(=O)NCC2CCCO2)cc1C (configuration not stated)	0	69	0.0	-9	-2	-3	41	-3	-8
CCN(CCCNC(=O)CNC(=O)Cn1cnc2ccccc2c1=O)c1ccccc1	3	103	-0.9	-5	1	26	-31	1	-11
Cc1ccc(-c2nc(CSCC(=O)NCCN3CCN(Cc4ccccc4)CC3)c(C)o2)cc1	-2	109	-1.9	-12	4	3	16	-7	-13
Cc1ccc(C2=C/C(=C/c3cccs3)C(=O)O2)cc1	-1	96	-2.3	13	2	14	-12	-10	-10
COc1cccc(NC(=O)C2CCCN(S(=O)(=O)c3cccc4nsnc34)C2)c1 (configuration not stated)	2	111	-0.1	1	-4	-14	0	0	4
CCOc1ccc(C2C(C(=O)c3ccco3)=C(O)C(=O)N2CCCn2ccnc2)cc1OCC (configuration not stated)	-4	105	-0.7	-1	0	-14	27	-8	-21
COc1ccc(CCNC(=O)c2cc(COc3c(C)cccc3C)on2)c(OC)c1	7	104	4.3	4	2	3	19	-2	-1
Cc1cc(C)c(/C=C(\C#N)S(=O)(=O)c2ccccc2)[nH]1	0	103	0.3	-11	-2	8	43	-4	-20
C=CCn1c(SCC(=O)Nc2ccc3c(c2)OCCO3)nnc1-c1ccco1	2	102	-7.0	8	2	33	-7	-5	6
Cc1ccc(NC(=O)c2ncn(CCCNCC(C)c3ccccc3)n2)cc1C (configuration not stated)	/	/	-3.7	-5	-1	-6	/	-9	/
CCOc1ccc(C(=O)Nc2ccccc2N2CCCC2)cc1	-3	105	-0.4	9	4	15	30	-1	-12
COc1ccc(/C(O)=C2/C(=O)C(=O)N(CCN(C)C)C2c2cccnc2)cc1C (configuration not stated)	-6	76	94*	0	5	5	0	-6	-6
CCc1ccc(N2CC(C(=O)OCC(=O)NC3CCS(=O)(=O)C3)CC2=O)cc1 (configuration not stated)	3	112	0.5	2	7	1	4	-6	-8
CC(=O)OCCNc1cc(SC(C)C)c2nonc2c1[N+](=O)[O-]	2	103	-1.9	5	1	11	44	-5	11
CCn1c(C(Cc2ccccc2)NC(=O)COC)nc2ccccc21 (configuration not stated)	1	105	2.7	4	0	-19	-2	/	-5
COc1ccc(C2CC(c3ccccc3O)=NN2c2ccccc2)cc1 (configuration not stated)	8	/	-0.1	-10	6	5	/	-6	/
O=C(NCc1cccnc1)c1cc2nc(-c3cccs3)cc(C(F)(F)Cl)n2n1	-1	106	-0.2	9	-5	14	34	2	-10
Cc1noc(C)c1C(=O)OCC(=O)NC1CC1	1	108	-1.2	-5	5	-1	12	12	-12
O=[N+]([O-])c1ccc(Oc2cc(NC3CCCCCCC3)c([N+](=O)[O-])cc2[N+](=O)[O-])cc1	7	98	0.8	3	-1	-6	-7	-5	-14
Cc1cc(C)cc(NS(=O)(=O)c2c(C(=O)N3CCOCC3)c(C)n(C)c2C)c1	2	94	-0.1	2	5	-3	43	-1	-2
O=C(CN1C(=O)NC(Cc2ccccc2)C1=O)Nc1ccc(F)c(Cl)c1 (configuration not stated)	0	/	0.2	-4	3	-24	/	2	/
C[C@H](CO)N1C[C@H](C)[C@@H](CN(C)C(=O)Nc2ccc(C(F)(F)F)cc2)Oc2ccc(NC(=O)CCC(F)(F)F)cc2C1=O	1	/	-0.4	2	3	-4	/	-2	/
CN(C)c1ccc(C(=O)c2ccccc2)cc1	-4	103	0.1	-1	4	-3	49	-6	2
CCC(C)[C@H](NC(=O)N1CCCCC1)C(=O)OC (some centres not stated)	1	99	0.6	-6	3	20	8	2	-1
COc1ccc2[nH]c(=O)c(CN(Cc3nnnn3Cc3ccccc3)CC3CCCO3)cc2c1 (configuration not stated)	-1	100	0.6	8	2	-34	13	-3	7
CSc1ccc(CSCC(=O)N2CCN(S(=O)(=O)c3ccc(C)cc3C)CC2)cc1	-1	/	0.5	-8	-4	15	/	-4	/
CCC(C(=O)NCCCc1ccccc1)c1ccccc1 (configuration not stated)	7	105	-1.0	-5	-4	-3	-5	-12	-14
COc1cccc(CN(CC2CCCO2)S(=O)(=O)c2ccc(S(=O)(=O)N(C)C)cc2)c1 (configuration not stated)	-1	101	-1.5	-3	-4	-16	-7	-5	-6
COc1cccc(CC(=O)OCC(=O)N2CCN(c3ccc(F)cc3)CC2)c1	-2	104	-1.8	8	2	8	/	2	-13
CC(=O)N(c1ccccc1)c1nc(/C=C/C(=O)Nc2c(C)cc(C)cc2C)cs1	2	105	1.6	-6	-4	6	-4	-6	0
Cc1c(NC(=O)COC(=O)c2cccn2C)c(=O)n(-c2ccccc2)n1C	1	/	-0.2	2	6	-1	/	0	/
CC(NC(=O)C1CCN(S(=O)(=O)c2cc([N+](=O)[O-])ccc2Cl)CC1)c1ccccc1 (configuration not stated)	0	106	0.1	5	3	-13	-9	-4	-6
CC(C)c1ccc2c(c1)C(c1ccc(N3CCOCC3)cc1)=NNC(c1cccs1)=N2	6	97	0.7	7	2	-43	-12	-6	-12
CN(C)CCNS(=O)(=O)c1ccc(N2CCc3ccccc32)c([N+](=O)[O-])c1	-3	104	-0.3	-7	0	-2	43	-12	4
Cc1ccc(N=Nc2c(O)ccc3n[nH]nc23)cc1	/	92	-1.5	0	55*	14	42	2	-1
CCOc1ccc(-n2c(=O)[nH]cc(C(=O)N3CCc4ccccc43)c2=O)cc1	-2	99	-1.8	-4	1	-4	-11	-2	-8
CC(C)OC(=O)C(=O)NNc1ccccc1	6	94	-0.1	-3	-4	6	-44	-4	-8
CN1CCN(c2c(F)cc3c(=O)c(C(=O)O)cn4c3c2OCN4C)CC1	1	102	-1.9	13	3	3	20	-5	4
COc1ccc(C(=O)Nc2ccccc2C(N)=O)cc1	4	98	-2.4	11	-8	-11	-36	-4	2
CCOC(=O)C(NC(=O)c1ccccc1)=C1C=C(C)OC(C)=C1	-5	104	-2.2	6	3	-2	-10	-4	-8

Later entries.
SMILES	IDE inh	MEKK3 PB1 HTS	CRFR2-BP ag	CHRM4 PAM	IDE cell activ	CRFBP-R2 block	PHOSPHO1 inh	GalR3 antagonist	p-CIP stab down
S=C(Nc1ccccn1)NC1CCCCC1	2	86	-2.9	-5	/	12	-11	-6	-2
O=C(NCc1ccc2c(c1)OCO2)c1nc(Cn2ccc([N+](=O)[O-])n2)no1	-1	101	1.6	-4	1	-13	43	-1	-6
COc1ccccc1N1CCN(c2cc(=O)n(-c3ccccc3Cl)c(=O)[nH]2)CC1	-4	108	0.3	1	-1	-16	6	-6	-11
CCC(=O)Nc1ccc(NC(=O)c2ccco2)cc1	-2	104	0.7	9	1	2	1	1	5
c1ccc2c(c1)OCC(CNCC1COc3ccccc3O1)O2 (configuration not stated)	1	104	0.5	-1	8	17	44	-10	6
O=c1c2c3c(sc2ncn1/N=C/c1ccco1)CCCC3	-2	89	-0.7	-8	3	0	2	0	-10
c1ccc(-c2oc3ncnc(NCCCn4ccnc4)c3c2-c2ccccc2)cc1	10	105	2.1	-27	-7	1	-14	/	-10
C=CCn1c2c(c(=O)[nH]c1=S)CN(C(C)c1ccccc1)CN2 (configuration not stated)	0	103	-0.6	-1	2	-12	29	-5	0
Cc1ccc(OCc2cc(C(=O)NC3CCc4ccccc43)no2)cn1 (configuration not stated)	/	102	1.1	-10	2	-15	23	-4	-16
N=c1n(CCO)c2ccccc2n1Cc1ccc(Cl)cc1	7	100	2.2	5	-2	-11	13	-6	-18
COC(=O)[C@H](CCSC)NC(=O)NC1CCN(Cc2ccccc2)CC1	-1	105	-0.3	-9	1	4	0	2	-6
COC(=O)c1ccc(OC(C)C(=O)c2ccc(C)cc2)cc1 (configuration not stated)	0	103	-0.9	-6	2	24	-2	-6	-9

Screening results as filed in PubChem BioAssay.

Compounds as they come; any-hit rate near 4.2%.
